HP1b binding inh = inhibitors of HP1-beta chromodomain binding to methylated histone tails | AlphaScreen HP1-beta / biotin-H3K9me3 peptide binding | P83916 | 390,000 compounds, 0.56% hits | Potency, µM (highest dose often 114 µM), without a hit: at the top dose activity change, negative = inhibition, actives largely listed as inhibitors; note: nearly all actives have a fitted effect of over 70% in size; inactives centre near 23
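HP1-beta protein (50 nM final) preincubated 30 min at room temperature with biotinylated H3(1-18)K9me3 peptide (50 nM) in PBS pH 7.4, 0.01% Tween-20, then compound added for 30 min. AlphaScreen streptavidin donor/nickel chelate acceptor beads (10 ug/mL final), 30 min dark, luminescence read.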
ERG Ets-DNA blk = inhibitors of human ERG Ets domain-DNA interaction. 370,000 compounds, 0.028% hits. P11308. Potency, µM (titrated, usually from 76.9 µM), inactives show top-dose FP activity, negative = inhibition, most hits filed as inhibitors. AID 624246. fluorescence polarization, His-ERG Ets domain / labelled DNA; active = well fitted inhibition curve with a large enough effect in the polarisation, with a control signal flat; inconclusive = small, poorly fitted or top-dose-only effect, or effect the other way, or a change in a side signal; inactive = no such curve, though single readings can be large or run the other way; the % refers to the polarisation;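 note: polarization taken with two DNA probes labelled with fluorescein and Texas red; % of control where 0% means no effect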
Target sequence (P11308 whole entry, looked up, the tested form may be a part): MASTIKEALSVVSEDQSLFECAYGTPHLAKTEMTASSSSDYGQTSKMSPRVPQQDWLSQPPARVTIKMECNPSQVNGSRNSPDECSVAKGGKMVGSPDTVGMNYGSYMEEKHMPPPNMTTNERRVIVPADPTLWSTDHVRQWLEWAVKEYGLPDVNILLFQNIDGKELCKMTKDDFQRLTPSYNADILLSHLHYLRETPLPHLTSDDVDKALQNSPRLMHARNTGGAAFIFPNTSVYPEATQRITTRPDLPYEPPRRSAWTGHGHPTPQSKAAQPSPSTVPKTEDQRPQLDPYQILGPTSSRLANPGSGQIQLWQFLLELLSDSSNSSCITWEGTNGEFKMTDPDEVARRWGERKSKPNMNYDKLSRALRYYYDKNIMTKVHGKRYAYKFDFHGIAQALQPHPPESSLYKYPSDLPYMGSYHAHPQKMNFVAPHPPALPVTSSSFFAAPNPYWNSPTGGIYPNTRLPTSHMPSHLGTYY
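His-tagged ERG Ets domain (1 uM in the protein solution; 300mM KCl, 50mM Tris-HCl, 1mM EDTA, 1mM DTT, pH 7.5) received compound, then a probe mix of 5 nM fluorescein-DNA and 100nM Texas-615-DNA. Fluorescence polarization was read for both dyes.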
ALOX12 inh = blocks human arachidonate 12S-lipoxygenase; purified 12hLO, xylenol orange hydroperoxide absorbance; P18054; 580,000 compounds, 1.1% hits; Potency, µM (series often up to 108 µM), for inactives: top-dose activity change, negative = inhibition, most hits filed as inhibitors; note: % is set by controls: 0 for no effect and ±100 for the full control effect
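Purified human 12hLO at 150 nM in 25 mM Hepes, 0.01% Triton X-100, pH 7.0, preincubated 15 min at room temperature with compound. Reaction started with 40 uM arachidonic acid, 30 min at room temperature. Hydroperoxide measured by Fe-xylenol orange, 573/405 nm absorbance ratio.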
JMJD2A Tudor inh = JMJD2A Tudor domain (human) inhibition; AID 504339; 390,000 compounds, 4.4% hits; Potency, µM (series often up to 114 µM), for inactives: at the top dose activity change, negative = inhibition, most hits filed as inhibitors; AlphaScreen JMJD2A-Tudor / H3K4me3 peptide binding; O75164; note: % is set by controls: 0 for no effect and ±100 for the full control effect; nearly all actives have a fitted effect of over 50% in size
Pin1 inh = inhibitors of human Pin1; Pin1 FP peptide displacement, HiFluor488, 10 min; AID 504891; Potency, µM (doses to about 115 µM), without a hit: top-dose activity, negative = inhibition, actives largely listed as inhibitors; Q13526; 390,000 compounds, 0.009% hits; active = well fitted inhibition curve with a large enough effect in the polarisation, with a control signal flat, not every such curve was filed as active; inconclusive = small, poorly fitted or top-dose-only effect, or effect the other way, or a change in a side signal; inactive = no such curve, though single readings can be large or run the other way; the % refers to the polarisation; note: % is set by controls: 0 for no effect and ±100 for the full control effect
rTrxR1 inhibitor = inhibitors of rat thioredoxin reductase 1 | O89049 | recombinant rTrxR1, NADPH fluorescence consumption, selenite substrate | Potency, µM (highest dose often 114 µM), for inactives: at the highest dose activity change, negative = inhibition, hits mostly inhibitors | 390,000 compounds, 1% hits | AID 588453; note: % is set by controls: 0 for no effect and ±100 for the full control effect; nearly all actives have a fitted effect of over 65% in size
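Rat TrxR1 (90 nM in the dispensed reagent) was pre-reduced with 400 uM NADPH for 5 min at room temperature, then incubated with compound for 15 min. After 400 uM selenite was added, NADPH fluorescence (Ex 340/Em 450 nm) was followed for 8 min.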
Tb PGK inh = blocks T. brucei phosphoglycerate kinase; PGK/GAPDH coupled, Kinase-Glo luminescence, 60 min; P07378; Potency, µM (titrated, usually from 57.5 µM), inactives show top-dose activity change, negative = inhibition, most hits filed as inhibitors; 380,000 compounds, 0.043% hits; note: % is set by controls: 0 for no effect and ±100 for the full control effect; nearly all actives have a fitted effect of over 60% in size
Target sequence (P07378 whole entry, looked up): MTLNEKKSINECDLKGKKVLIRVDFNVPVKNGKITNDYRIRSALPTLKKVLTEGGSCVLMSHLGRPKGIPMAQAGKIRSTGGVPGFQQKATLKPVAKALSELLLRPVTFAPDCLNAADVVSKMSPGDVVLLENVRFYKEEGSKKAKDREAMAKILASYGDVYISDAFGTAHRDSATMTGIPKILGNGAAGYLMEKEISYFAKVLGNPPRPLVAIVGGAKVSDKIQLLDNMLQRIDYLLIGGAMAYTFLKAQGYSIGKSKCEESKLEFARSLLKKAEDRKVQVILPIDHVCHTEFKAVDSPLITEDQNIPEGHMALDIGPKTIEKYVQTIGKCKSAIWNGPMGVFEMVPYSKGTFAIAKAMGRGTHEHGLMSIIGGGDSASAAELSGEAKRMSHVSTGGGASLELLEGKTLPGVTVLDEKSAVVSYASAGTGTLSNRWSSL
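Luminescent ATP detection (Kinase-Glo Plus) follows a 60-minute room-temperature incubation, with wells lacking PGK as controls. Buffer: 100 mM TEA (pH 7.6), 5 mM MgCl2, 0.01% Tween-20. Coupling enzyme GAPDH (100 nM final) supplies unstable 1,3-BPG in-well.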
RGS4 inhibitor = human RGS4 inhibition. P49798. Transcreener GDP fluorescence polarization, RGS4-accelerated GTP hydrolysis. Potency, µM (top dose mostly 114 µM), without a hit: at the top dose activity change, negative = inhibition, hits mostly inhibitors. 390,000 compounds, 0.039% hits; note: % is set by controls: 0 for no effect and ±100 for the full control effect; nearly all actives have a fitted effect of over 75% in size; some results filed as inactive show a strong effect at the top dose
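MLSMR compounds (23 nl, pin-transferred) preincubated 10 min at room temperature with a 500nM (2x) first reagent, then RGS4 at 900nM (2x) plus Transcreener GDP mix added; fluorescence polarization (620/688 nm) read before and after 90 min at 30 °C.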
GLS inhibitor = inhibitors of human glutaminase (GLS); AID 624170; Potency, µM (top dose mostly 45.5 µM), for inactives: at the top dose activity change, negative = inhibition, most hits filed as inhibitors; 410,000 compounds, 0.21% hits; O94925; GLS enzymatic activity, qHTS titration; note: % is set by controls: 0 for no effect and ±100 for the full control effect
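Read-out is an Amplex red fluorescence increase coupled through glutamate oxidase and HRP, measured before and after 30 min room-temperature incubation. hKGA is in 45 mM KH2PO4 (pH 8.2) with 0.02% Tween-20; glutamine added as 1mM solution.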
Starred values were filed as active, the others as inactive; i = inactive; ? = inconclusive; . = not tested or not shown; [ ] = dose if it differs, or a comment. Unless noted, calls come from the whole dose curve; as a rule, active = well fitted curve in the direction sought with a large enough effect; inconclusive = small, poorly fitted or top-dose-only effect, or another doubt; inactive = no such curve, though single readings can be large; an effect the other way counts as inactive or inconclusive. Potency is the fitted concentration of half-maximal effect. These rows are one share of the data. The share of hits here may be higher or lower than overall.

Compound	HP1b binding inh	ERG Ets-DNA blk	ALOX12 inh	JMJD2A Tudor inh	Pin1 inh	rTrxR1 inhibitor	Tb PGK inh	RGS4 inhibitor	GLS inhibitor
O=C(CCN1CCN(Cc2ccccc2)CC1)Nc1cccc(Cl)c1	31%	5%	-20%	-18%	1%	5%[0.457 µM]	i	-11%	-5%
Clc1ccc2c(c1)C1OCCC1C(c1ccco1)N2 (stereo not given)	25%	-3%	?	-12%	?	?	-20%	-37%	4%
CCC(=O)N1CCc2cc(S(=O)(=O)NCCC(=O)Nc3ccc(OC)c(Cl)c3)ccc21	35%	9%	4%	-7%	5%	8%	0%	-18%	0%
CC1CCCCN1c1nnc(NC(=O)Cn2c(=O)oc3ccccc32)s1 (stereo not given)	23%	-5%	1%	-21%	1%	8%	-3%	3%	6%
C[C@@H]1CC=C[C@H]2[C@H]1C(=O)N(Cc1ccccc1)[C@H]2c1cccc([N+](=O)[O-])c1	6%	6%	-12%	-32%	-1%	9%	-3%	-32%	2%
COc1ccccc1CNC(=O)[C@H](CCSC)NC(=O)[C@@H]1Cc2ccccc2CN1	41%[activator]	19%	19%	-20%	-5%	11%	-5%	-11%	-6%
CC(NC(=O)CCCCCN1C(=O)c2ccccc2C1=O)c1ccc2c(c1)CCCC2 (stereo not given)	10%	.	?	-35%	13%	17%	0%	-15%	15%
O=C(Cc1ccc([N+](=O)[O-])cc1)Nc1ccc2c(c1)CCC2	6%	-9%	-9%	-12%	21%	42%[57.1 µM]	i	-17%	-16%
COc1ccc(CCNC(=O)COC(=O)Cc2ccc(OC)cc2)cc1	25%	1%	-18%	11%	12%	7%[0.0914 µM]	-9%	-49%	1%
O=C(CCSCc1ccccc1Cl)NCc1cccs1	-11%	2%	-5%	3%	-3%	32%[57.1 µM]	-5%	-20%	0%
CCSc1nc2c([nH]c3ccccc32)c(=O)n1-c1ccc(F)cc1	20%[57 µM]	0%	-11%	-14%	?	6%[57.1 µM]	4%	11%	3%
Cc1cccc(NC(=O)Nc2ccc(OCc3ccccc3)cc2)n1	6%	22%	0%	-6%	-7%	19%[57.1 µM]	-2%	4%	-3%
Cn1c(=O)oc2cc(S(=O)(=O)N3CCC(C(=O)N4CCN(c5ccccc5)CC4)CC3)ccc21	24%	-13%	5%	-19%	-4%	15%	-5%	15%	7%
Clc1ccc(-c2nnc(Sc3nc4ccccc4o3)c3ccccc23)cc1	3%	.	5%	-24%	1%	?	.	-13%	3%
O=C1/C(=C/c2ccccn2)COc2ccccc21	24%	-9%	-4%	-4%	2%	22µM*	-10%	-19%	8%
CSc1nsc(SCC(=O)N2CCCc3ccccc32)n1	63%[activator]	13%	-3%	26%	17%	25%[57.1 µM]	-7%	-7%	-3%
COc1ccc(C(=O)OCC(=O)NCc2ccco2)cc1S(=O)(=O)N1CCN(c2cccc(Cl)c2)CC1	37%	5%	37%	-28%	28%	-9%	-4%	?	-5%
CC(=O)Nc1sc(C)c(C)c1C(=O)OCC(=O)N(CC(C)C)C1CCS(=O)(=O)C1 (stereo not given)	17%	5%	4%	-21%	-1%	4%	-3%	13%	5%
O=C(CNC(=O)c1ccccc1F)Nc1ccccc1C(F)(F)F	37%	-4%	1%	-10%	-9%	22%	-8%	-7%	-8%
CN(C)CCCNC(=O)C[C@H]1C[C@H](C(=O)N2CCCCC2)[C@@]2(CCc3ccccc3)c3[nH]c4cc(CCC(=O)N(C)C)ccc4c3CCN2C1=O	25%	4%	-3%	-23%	-1%	3%	-1%	2%	26%
CCOc1ccc(N2CC(C(=O)Nc3ccc(S(=O)(=O)Nc4nccs4)cc3)CC2=O)cc1 (stereo not given)	-4%	1%	-7%	-7%	1%	15%[57.1 µM]	-4%	6%	-4%
Cc1[nH]nc2c1C(Cc1ccccc1)C(C#N)=C(N)O2 (stereo not given)	23%	-8%	0%	-8%	19%	25µM*	i	-2%	18%
Cc1[nH]c(C)c(S(=O)(=O)N2CCN(c3cccc(Cl)c3)CC2)c1C(=O)N1CCCCC1	39%[activator]	1%	?	5%	2%	4%	3%	1%	0%
N#Cc1c(-c2ccncc2)cc(-c2ccc(F)cc2)nc1N	42%[activator]	7%	-10%	-3%	7%	-19%[57.1 µM]	3%	13%	3%
CCOc1ccc(NC(=O)CSc2nc3c(oc4ccccc43)c(=O)n2-c2cc(C)cc(C)c2)cc1	16%	-2%	-15%	-9%	-2%	31%	0%	-3%	5%
CC(=O)C1=C(C)Nc2ncnn2C1c1ccc(Br)cc1 (stereo not given)	43%[activator]	2%	0%	3%	0%	15%	.	-28%	2%
CC1(C(=O)NC(=S)N(CCC#N)c2ccccc2)CC1(Cl)Cl (stereo not given)	-1%	-4%	?	?	-3%	-16%	i	-12%	38%[activator]
CCn1c(NCc2cccc(OC)c2OC)nc2ccccc21	68%[activator]	-17%	0%	2%[11.4 µM]	-10%	-9%	-10%	-15%[11.4 µM]	5%
Cc1nn(C)c(C)c1CCC(=O)N1CCCC(Nc2ccc(C(C)C)cc2)C1 (stereo not given)	24%	0%	-13%	-12%	0%	2%	-4%	6%	-11%
CCOc1cccc(CC(=O)N2CCc3c([nH]c4ccccc34)C2c2ccc(OC)cc2)c1OCC (stereo not given)	1%[57 µM]	-3%	-21%	-31%	29%	31%[57.1 µM]	-7%	-22%	-7%

Continued, starting with the last 2 of the part before.
Compound	HP1b binding inh	ERG Ets-DNA blk	ALOX12 inh	JMJD2A Tudor inh	Pin1 inh	rTrxR1 inhibitor	Tb PGK inh	RGS4 inhibitor	GLS inhibitor
Cc1nn(C)c(C)c1CCC(=O)N1CCCC(Nc2ccc(C(C)C)cc2)C1 (stereo not given)	24%	0%	-13%	-12%	0%	2%	-4%	6%	-11%
CCOc1cccc(CC(=O)N2CCc3c([nH]c4ccccc34)C2c2ccc(OC)cc2)c1OCC (stereo not given)	1%[57 µM]	-3%	-21%	-31%	29%	31%[57.1 µM]	-7%	-22%	-7%
CC1CCCCC1NC(=S)NC(=O)c1ccccc1Cl (stereo not given)	47%[activator]	-7%	40%[activator]	3%	5%	?	-1%	-12%	-18%
Cc1ccc(S(=O)(=O)Cc2nc(-c3ccc(C(=O)NCCCOC(C)C)cc3)oc2C)cc1	42%	3%	-22%	-8%	0%	23%	-3%	16%	-8%
O=C(CC(c1ccccc1)c1ccccc1O)NCc1ccccc1Cl (stereo not given)	27%	-5%	-22%	-7%	3%	0%	-1%	-2%	-3%
CCC(=O)N1CCC(c2ccc(OC)cc2)=N1	-5%	-7%	3%	-7%	?	15%	7%	10%[11.4 µM]	1%
COC(=O)[C@@]1(C)[C@H]2C(=O)N(C)C(=O)[C@H]2[C@H]2CN=C(SCC(=O)c3ccccc3)N21	19%	-4%	?	?	7%	54%[activator]	-8%	-50%	7%
Oc1ccc(-c2nc3ccccc3s2)cc1	36%	-13%	?	-1%	-3%	10%	-7%	1%	3%
O=C(OC(C(=O)Nc1ccc(Cl)cc1C(F)(F)F)c1ccccc1)C1=COCCO1 (stereo not given)	21%	-2%	-24%	-14%	1%	-6%	-7%	-11%	-1%
O=C(CN1CCOCC1)Nc1ccc(S(=O)(=O)NC2CCCCC2)cc1	27%	-4%	-8%	-9%	0%	-2%	.	-7%	-2%
CCCn1c(=O)c2c(nc(Br)n2CCC)n(C)c1=O	31%[activator]	-10%	-22%	-6%	2%	10%	9%	14%	14%
CC(OC(=O)c1ncc(Cl)c(Cl)c1Cl)C(=O)NC1CCCCC1C (stereo not given)	21%	9%	-17%	-7%	15%	32%[activator][11.4 µM]	-1%	3%	0%
COc1cc(C)c(Cl)c(C)c1S(=O)(=O)NC1CC(C)(C)NC(C)(C)C1	25%	6%	-10%	6%	1%	14%	-1%	-28%	-6%

rTrxR1 inhibitor: what is marked active above.
Compound	HP1b binding inh	ERG Ets-DNA blk	ALOX12 inh	JMJD2A Tudor inh	Pin1 inh	rTrxR1 inhibitor	Tb PGK inh	RGS4 inhibitor	GLS inhibitor
O=C1/C(=C/c2ccccn2)COc2ccccc21	24%	-9%	-4%	-4%	2%	22µM*	-10%	-19%	8%
Cc1[nH]nc2c1C(Cc1ccccc1)C(C#N)=C(N)O2 (stereo not given)	23%	-8%	0%	-8%	19%	25µM*	i	-2%	18%

Source: PubChem (National Center for Advancing Translational Sciences (NCATS))
